S3 lipid droplet: qHTS Assay for Lipid Storage Modulators in Drosophila S3 Cells | Drosophila S3 cells, BODIPY lipid droplet fluorescence, 18-24 h; cells fed with added oleic acid | lipid storage change, negative = inhibition, % at the top dose, mostly 46.1 µM; hits show Potency in µM | actives 0.64% (n = 320,000) | AID 2685, 2010; active = well fitted inhibition curve with a large enough effect in the signal ratio, with a control signal flat, not every such curve was filed as active; inconclusive = small, poorly fitted or top-dose-only effect, or effect the other way, or a change in a side signal; the % refers to the signal ratio
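Drosophila S3 cells loaded with oleic acid (400 uM, as added) and compounds at several concentrations; lipid droplets imaged by 488-nm laser-scanning cytometry, 500–530 nm intensity and object ratio to cell channel. Percent activity normalized to 20 uM Triacsin C.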
S3 lipid droplet cell count max: further read-out of S3 lipid droplet, marked with its call; cell number change, %; measured here: cell count max response;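 cells counted by Cell Tracker Red CMTPX staining in the red channel; peak over a dose series mostly up to 46.1 µM; percent activity relative to internal control wells on each plate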
An asterisk follows results filed as active; i = inactive; ? = inconclusive; . = no result given; [ ] = another dose, or the depositor's remark. % is scaled to controls: 0 for no effect and ±100 for the full control effect; potency is read from the fitted curve at half-maximal effect.

SMILES	S3 lipid droplet	S3 lipid droplet cell count max
O=C1OC(Cc2ccncc2)C(O)=C1C1=NCCCN1 (centres undefined)	23.9%	-16.7
COC(C(=O)Nc1cc([N+](=O)[O-])ccc1C)c1ccccc1 (centres undefined)	?	.
O=C(c1c(O)cc(O)cc1O)C1c2c(cc(O)c3c2O[C@H](c2ccc(O)cc2)[C@@H](O)C3)OC1c1ccc(O)cc1 (some centres undefined)	?	.
CCOC(=O)CCc1c(C)c2ccc(OCC(=O)N(CC)CC)c(C)c2oc1=O	?	.
Cc1ccc(CC2CC(=O)N(Cc3ccco3)C2=O)cc1 (centres undefined)	?	.
CN1CCC(=O)N([C@H](CN=[N+]=[N-])c2ccccc2)CC1	?	.
COc1ccc(S(=O)(=O)c2ccccc2)cc1NS(=O)(=O)c1cccc(C(=O)O)c1	-14.4%	13.3
O=C(Nc1ccc2c(c1)C(=O)N(c1ccccc1)C2=O)C1CCCO1 (centres undefined)	1.2%	13.0
Cc1oc2c(CN3CCCCC3)c(O)ccc2c(=O)c1-c1ccc(Br)cc1	?	.
O=C(CNCC1CCCO1)NCc1ccco1 (centres undefined)	8.8%	1.3
O=C(CN1C(=O)C2C3C=CC(C3)C2C1=O)Nc1ccc(C(=O)O)cc1 (centres undefined)	-8.7%	-22.3
CCc1ccccc1N1C(=O)CN(Cc2cc(OC)c(OC)c(OC)c2)C1=S	-1.4%	8.8
Cc1cc(NC(C)c2ccccc2)n2ncc(-c3ccccc3)c2n1 (centres undefined)	?	.
Nc1nc(=S)n(-c2ccccc2)[nH]1	0.8%	9.4
COc1ccc(C(=O)NN=C2CCCC2)c(OC)c1	?	.
O=C(CC(c1ccccc1)c1ccccc1O)NCc1ccccc1Cl (centres undefined)	3.2%	-0.6
C=CCOC(=O)c1cc(-c2ccc(/C=C3\C(=O)NC(=O)C(C#N)=C3C)o2)ccc1Cl	9.9%	3.8
COc1ccc(N=Nc2c(N)n[nH]c2N)cc1	11.1%	1.8
CCOC(=O)/C=C/C(=O)OCC(=O)Nc1c(Cl)cccc1Cl	?	.
CC(C(=O)Nc1cccnc1)c1ccc([N+](=O)[O-])cc1 (centres undefined)	?	.
CC1(C)CC(=O)c2c(S(C)(=O)=O)sc(Br)c2C1	-20.7%	-13.1
O=C1C=C(c2cnc3ccccc3c2)C[C@@H](c2ccc3c(c2)OCO3)C1	i	17.4
CC#CC(=O)N1CCC(CO)(CCc2ccccc2)CC1	4.9%	8.9
CC1(C)Cc2c(c(N3CCOCC3)nc3sc(C#N)c(N)c23)CS1	?	.
COc1ccc(NC(=O)N2CCNC(=O)C2CC(=O)Nc2ccc(F)cc2)cc1 (centres undefined)	24.2%[0.369 µM]	-12.4
CCc1ccc(Nc2n[n+](-c3ccccc3)c(-c3ccc(N(CC)CC)cc3)s2)cc1	?	.
O=C(NNS(=O)(=O)c1cc(Cl)c(Cl)cc1Cl)c1cccnc1	0.8%	.
N#Cc1nc(COc2ccc(Br)cc2)oc1N1CCCCCC1	17.2%[9.22 µM]	7.4
CCOC(=O)c1ccccc1NC(=O)COC(=O)C1CC(=O)N(c2ccc3c(c2)OCCO3)C1 (centres undefined)	i	.
NC(=O)CSc1nnc(-c2ccccc2Br)n1-c1cccc(C(F)(F)F)c1	?	.

Random excerpt: 4 entries already listed, in no set order.
SMILES	S3 lipid droplet	S3 lipid droplet cell count max
COc1ccc(S(=O)(=O)c2ccccc2)cc1NS(=O)(=O)c1cccc(C(=O)O)c1	-14.4%	13.3
COC(C(=O)Nc1cc([N+](=O)[O-])ccc1C)c1ccccc1 (centres undefined)	?	.
CC1(C)Cc2c(c(N3CCOCC3)nc3sc(C#N)c(N)c23)CS1	?	.
Cc1oc2c(CN3CCCCC3)c(O)ccc2c(=O)c1-c1ccc(Br)cc1	?	.

The listing continues.
SMILES	S3 lipid droplet	S3 lipid droplet cell count max
CC(C)(C)NC(=O)CSc1nnc(NC(=O)CCn2cnc3ccccc3c2=O)s1	?	.
CCC(C)NC(=O)c1c(N)n(/N=C/c2cccs2)c2nc3ccccc3nc12 (centres undefined)	?	.
COc1ccc(C(=O)Nc2ccc(C3(C#N)CCCC3)cc2)cc1OC	?	.
CC(C)(C)c1cc(-n2ccnc2)n2ncc(-c3ccc(Cl)cc3)c2n1	?	.
Cc1cccc(/C=N/n2c(-c3ccccc3)n[nH]c2=S)c1O	?	.
O=c1c(-c2ccc(Oc3ccccc3)cc2)[n+]([O-])c2ccccc2n1OCc1ccccn1	?	.
COCc1[nH][nH]c(=O)c1C=Nc1ccc(Cl)cc1	?	.
CCc1[nH]nc2c1C1(CCN(C(=O)OCc3ccccc3)CC1)C(C#N)=C(N)O2	?	.
Cc1ccc(N(C)C(=O)C2CCN(S(=O)(=O)c3ccc4c(c3)oc(=O)n4C)CC2)cc1	?	.
CCOC(=O)c1c(C)[nH]c(C)c1C(=O)COC(=O)[C@@H](NC(=O)c1ccccc1OCC)C(C)C	?	.
O=C(NC(Cc1ccccc1)C(=O)O)C1CCN(S(=O)(=O)c2cccc(C(F)(F)F)c2)CC1 (centres undefined)	-26.0%	18.9
CCN(CC)S(=O)(=O)c1ccc2c(c1)nc(CCC(=O)OCc1c(C)noc1C)n2C	15.2%	-10.6
CCOC(=O)N/N=C/c1c[nH]c2ccccc12	?	.
Cc1ccc(NC(=O)Nc2ccc(S(N)(=O)=O)cc2)cc1	6.4%	-10.7
COc1ccc(Br)cc1CNC(=O)Nc1cccs1	i	.
Cc1c(C)c2ccc(OCC(=O)NCCN3CCOCC3)c(C)c2oc1=O	-21.8%	-3.7
O=C(COc1ccc2ccc(=O)oc2c1)c1ccccc1	-1.6%	.
CS(=O)(=O)c1ccc(Cl)c(NC(=O)COC(=O)CCc2c[nH]c3ccccc23)c1	i	.
Cc1cc2ccccn2c1C(=O)c1cc([N+](=O)[O-])cc([N+](=O)[O-])c1	?	.
CC(=O)c1c(C)[nH]c(C(=O)OCC(=O)Nc2ccccc2Cl)c1C	?	.
CC(=O)c1cc(-c2ccc(F)cc2)n(CCC(=O)NC(C)(C)C)c1C	9.5%	-26.8
CN(C)c1ccc(N=Cc2ccco2)cc1	?	.
O=c1[nH]c(C2CCCCC2)nc2ccccc12	?	.
COc1ccc(Cl)cc1C(=O)OCC(=O)NC1CCCC(C)C1C (centres undefined)	?	.
CCC1CCCCN1CCCn1c(=S)[nH]c2ccccc2c1=O (centres undefined)	?	.
Cc1ccc(N2C(=O)CC(Sc3nc4ccccc4o3)C2=O)cc1Cl (centres undefined)	8.2%	-23.2
COc1ccc(CC2(C)OC(c3ccncc3)=NN2C(C)=O)cc1 (centres undefined)	-6.6%	-13.7
Cc1cc(NC(=O)CSc2nc3c(sc4ccccc43)c(=O)n2CCc2ccccc2)n[nH]1	?	.
CC(C)(C)c1cc(-c2n[nH]c(=S)n2-c2ccc(Cl)cc2)n[nH]1	?	.
CC(C)C(NC(=O)CN1C(=O)c2ccccc2C1=O)c1ccccc1 (centres undefined)	?	.

Compound profiles (already shown).
`CC1(C)Cc2c(c(N3CCOCC3)nc3sc(C#N)c(N)c23)CS1` in the list: S3 lipid droplet: ?; S3 lipid droplet cell count max: .
`O=C(Nc1ccc2c(c1)C(=O)N(c1ccccc1)C2=O)C1CCCO1` (centres undefined) in the list: S3 lipid droplet: 1.2%; S3 lipid droplet cell count max: 13.0

Other records.
SMILES	S3 lipid droplet	S3 lipid droplet cell count max
CC1(C)C(=O)OC(c2ccccc2)C(C)(C)C1=O (centres undefined)	?	.
CCC(C(=O)Nc1ccccc1)c1ccccc1 (centres undefined)	?	.
CCOc1ccc(C(=O)Nc2c3c(nn2C(C)(C)C)CSC3)cc1OCC	i	.
CCC(=O)N1CCC(c2ccc(OC)cc2)=N1	?	.
COc1ccc(NC(=O)CCNS(=O)(=O)c2cc(Br)ccc2Br)cc1S(N)(=O)=O	i	-14.3
CCCc1nnc(NC(=O)CCCN2C(=O)c3ccccc3C2=O)s1	?	.
Cc1ccc(NC(=O)C/C(N)=N/OC(=O)c2ccccc2)cc1	?	.
COc1ccccc1CC(=O)O/N=C(\N)c1cccc([N+](=O)[O-])c1	?	.
CCC1CCCCN1S(=O)(=O)c1ccc(NC(=O)c2cccs2)cc1 (centres undefined)	i	-9.3
CCc1noc(C)c1C(=O)OCC(=O)NCc1ccccc1OC	?	.
CC(=O)Nc1ccc(NC(=O)c2cc(C)nn2-c2ccccc2)cc1	8.8%	7.5
O=Cc1ccc(Sc2ncccn2)o1	?	.
Cn1c(SCC(=O)N2CCCC2=O)nc2ccccc21	?	.
CCNc1ccc(C(=O)OCC(=O)NC(C)c2ccccc2)cc1[N+](=O)[O-] (centres undefined)	?	.
CCOC(=O)/C=c1\s/c(=C\c2ccc(C#N)cc2)c(=O)n1CC(=O)NCc1ccco1	5.1%	11.0
COc1ccccc1N1CCN(S(=O)(=O)c2ccc3c(c2)oc(=O)n3C)CC1	i	11.8
Cc1cccc2nc(-c3ccccc3)nc(N[C@@H](CO)c3ccccc3)c12	?	.
Cc1ccc(NC(=O)c2ccc3c(c2)OCCO3)cc1S(=O)(=O)Nc1cccc(Cl)c1	-7.2%	1.4
Cn1c(=O)c2c(nc(NC(Cc3ccccc3)C(=O)O)n2Cc2ccccc2)n(C)c1=O (centres undefined)	?	.
COc1cc(-c2nnc(SCC(=O)N3CCCC3)o2)cc(OC)c1OC	-24.1%	-20.4
CC(C)(C)C(=O)NCCCc1ccccc1	?	.
COc1ccc2[nH]c3c(=O)n(N)c(C)nc3c2c1	2.2%	-16.8
CC(C)(O)C#Cc1ccc([C@@H]2C[C@H]3CN(c4ccccc4)C(=O)[C@]34CCCN24)s1	?	.
CC(C)n1nnnc1SCC(=O)Nc1ccccc1F	?	.
O=C(NC(=S)Nc1ccc2oc(=O)ccc2c1)c1cccc(F)c1	?	.
CCCCCC(=O)Nc1cccc(C2=NOC3(C2)C[C@H](C(N)=O)N(C(=O)[C@H]2CCC(=O)N2)C3)c1 (some centres undefined)	?	.
NNc1nc2c(F)cc(F)cc2s1	?	.
Fc1ccc2[nH]c3c(NCc4ccccc4)ncnc3c2c1	?	.
O=S1(=O)[C@H]2C[C@@H]3CC[C@]2(CN1Cc1cccc(F)c1)O3	22.6%	-0.3
CCc1nc2c(nnn2Cc2ccc(F)cc2)c(=O)[nH]1	?	.

Three structures from above, arranged by formula weight, highest first.
SMILES	S3 lipid droplet	S3 lipid droplet cell count max
CCOC(=O)c1c(C)[nH]c(C)c1C(=O)COC(=O)[C@@H](NC(=O)c1ccccc1OCC)C(C)C	?	.
C=CCOC(=O)c1cc(-c2ccc(/C=C3\C(=O)NC(=O)C(C#N)=C3C)o2)ccc1Cl	9.9%	3.8
CCC(=O)N1CCC(c2ccc(OC)cc2)=N1	?	.

Next section.
SMILES	S3 lipid droplet	S3 lipid droplet cell count max
O=C(Nc1ccc(F)cc1)c1ccc2c(=O)n(CC3CCCO3)c(=S)[nH]c2c1 (centres undefined)	?	.
Cc1cn2c(=O)c(C(=O)N3CCN(c4ccccc4)CC3)cnc2s1	?	.
Cc1cc(C)cc(OCC(=O)Nc2ccc3c(c2)C(=O)c2ccccc2C3=O)c1	2.0%	21.6
COc1cc(C(=O)OCC(=O)NC2CCCCC2)cc2c1OCCO2	?	.
COc1cccc(Oc2ccc(C(F)(F)F)cc2NC(=O)C2=COCCO2)c1	i[0.369 µM]	2.1
COc1cc(/C=N/Nc2nc3ccccc3[nH]2)ccc1O	?	.
C[C@@H]1C2CC(C/C2=N\NC(=O)c2ccncc2)C1(C)C (some centres undefined)	i	24.8
Oc1ccc(Nc2nc(-c3ccccc3O)nc3ccccc23)cc1	?	.
CCOc1ccc(OCC(=O)NCCS(=O)(=O)N2CCN(c3ccc(F)cc3)CC2)cc1	?	.
CCCc1nc2oc3c(NCCN4CCOCC4)ncnc3c2c2c1CCCC2	?	.
O=C(O)c1cc(-n2[nH]c(=O)c3ccccc3c2=O)ccc1Cl	-15.7%	7.8
Cc1cc(C)cc(NC(=O)CSc2ccccc2)c1	12.9%	13.1
c1ccc(OCCOCCSc2ncccn2)cc1	?	.
N#Cc1ccccc1COC(=O)CCC(=O)c1cccs1	?	.
CCn1c(SCC(=O)OC(C)C)nnc1-c1cccc(Cl)c1	1.5%	-17.1
O=C(C1CCCN(Cc2ccccc2)C1)N1CCCCC1 (centres undefined)	-11.8%	2.2
N#Cc1ccc(OCC(=O)NCCc2ccccn2)cc1	1.2%	4.7
CC(C)c1ccc(C2N3CC4([N+](=O)[O-])CN2CC([N+](=O)[O-])(C3)C4(C)C)cc1 (centres undefined)	-8.7%	2.3
CC(C)(C)c1cccc(Oc2nn[nH]n2)c1	?	.
N#CCCCSc1nnc(CSc2nc3ccccc3s2)n1-c1ccccc1	24.3%	-18.5
CCOC(=O)c1ccc(NC(=O)CSCC(=O)OCC(=O)c2ccccc2)cc1	1.1%	10.8
CC(OC(=O)CNC(=O)c1ccc(Cl)cc1)C(=O)NC1CCCCC1C (centres undefined)	-18.8%[0.0737 µM]	3.4
CC1CN(c2ccc(Cl)cc2)c2nc3c(c(=O)[nH]c(=O)n3C)n2C1 (centres undefined)	?	.
CC(=O)c1ccc(NC(=O)CN(C)CC(=O)Nc2cccc(F)c2)cc1	7.6%	10.5
Cc1nc2nc(C)c(CCC(=O)N3CCc4ccccc43)c(C)n2n1	9.0%	-11.6
N#Cc1ccc(C(c2nnnn2C2CCCC2)N2CCC(Cc3ccccc3)CC2)cc1 (centres undefined)	9.1%	-1.2
COc1ccc2[nH]c(=O)c(CN(C(C)=O)c3cccc(C)c3)cc2c1	?	.
COc1cccc(CNCCNC(=O)c2ccco2)c1OC	4.6%	0.2

Compound activity: PubChem, National Center for Advancing Translational Sciences (NCATS)

The list is partial; rates above refer to the full screens.
